Assay outcomes from PubChem BioAssay.
NadD block: inhibitors of S. aureus NadD, primary screen, biochemical, colorimetric, uHTS; 360,000 tested, 0.78% active; purified NadD enzyme, colorimetric absorbance read-out; inhibition, % at 20 µM; in the data active means inhibition above about 26%; further: some compounds past the cut are filed as inactive
STEP inh: STEP phosphatase inhibitors, primary screen, biochemical, fluorescence intensity, uHTS | inhibition, % at 20 µM | Tyrosine-protein phosphatase non-receptor type 5 (Homo sapiens), P54829 | 360,000 tested, 0.25% active | recombinant STEP, OMFP fluorogenic substrate;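 active means inhibition at 20 µM, scaled per plate between control wells, above about 37%, limit read from the data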;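 further: 0% = DMSO with enzyme and substrate and 100% = substrate only without enzyme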
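Material: STEP (striatal-enriched tyrosine phosphatase) enzyme, cell-free; Compound dosing: 20 µM single dose in 1% DMSO; Technique: fluorescence read at 480 nm ex / 540 nm em; Times: reaction 20 min, ambient temperature; Medium: 50 mM Bis-Tris pH 6.0 with 2.5 mM DTT and 0.005% Tween 20; Also added: OMFP at 25 µM.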
DNMT1 inh: human DNMT1 methyltransferase inhibitors, primary screen, biochemical, molecular beacon, fluorescence, HinP1I cleavage, uHTS; 360,000 tested, 0.83% active; AID 588458, 2011; inhibition (reported as % activation of signal), % at 10 µM; DNA (cytosine-5)-methyltransferase 1 (Homo sapiens), P26358; in the data active means inhibition above about 50%
Target sequence (P26358 504-1616 limits assumed): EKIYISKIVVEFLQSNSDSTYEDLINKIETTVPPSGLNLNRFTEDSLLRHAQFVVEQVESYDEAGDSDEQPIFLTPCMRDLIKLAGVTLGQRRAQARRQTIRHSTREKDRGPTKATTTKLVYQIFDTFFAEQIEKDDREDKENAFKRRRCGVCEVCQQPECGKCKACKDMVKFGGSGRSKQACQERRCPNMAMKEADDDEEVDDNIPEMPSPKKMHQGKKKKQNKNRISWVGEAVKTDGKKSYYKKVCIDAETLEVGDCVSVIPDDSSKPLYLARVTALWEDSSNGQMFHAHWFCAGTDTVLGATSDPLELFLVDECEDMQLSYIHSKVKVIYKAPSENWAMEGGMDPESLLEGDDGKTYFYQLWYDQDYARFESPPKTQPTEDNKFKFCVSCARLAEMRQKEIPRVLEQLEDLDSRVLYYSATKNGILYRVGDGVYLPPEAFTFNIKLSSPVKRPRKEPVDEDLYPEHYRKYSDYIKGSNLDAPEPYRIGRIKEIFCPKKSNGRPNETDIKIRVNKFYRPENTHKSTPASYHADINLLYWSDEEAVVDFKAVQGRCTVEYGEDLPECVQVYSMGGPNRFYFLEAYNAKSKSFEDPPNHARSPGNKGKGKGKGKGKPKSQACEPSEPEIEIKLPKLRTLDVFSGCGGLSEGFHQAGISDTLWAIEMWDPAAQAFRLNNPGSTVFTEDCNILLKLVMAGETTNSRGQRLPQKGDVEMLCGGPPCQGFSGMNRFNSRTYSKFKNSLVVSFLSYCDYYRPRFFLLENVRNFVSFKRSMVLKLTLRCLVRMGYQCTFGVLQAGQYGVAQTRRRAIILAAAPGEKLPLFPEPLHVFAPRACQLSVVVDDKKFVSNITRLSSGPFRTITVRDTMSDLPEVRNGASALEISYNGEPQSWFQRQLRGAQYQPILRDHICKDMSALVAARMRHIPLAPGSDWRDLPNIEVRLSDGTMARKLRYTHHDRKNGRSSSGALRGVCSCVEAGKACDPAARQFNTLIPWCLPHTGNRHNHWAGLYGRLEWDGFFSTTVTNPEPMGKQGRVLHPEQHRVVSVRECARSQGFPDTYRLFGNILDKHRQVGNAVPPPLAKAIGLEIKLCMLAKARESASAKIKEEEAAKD
Rpn11 inh: Rpn11 (PSMD14) deubiquitinase inhibitors, primary screen, biochemical, fluorescence polarization, uHTS. 26S proteasome non-ATPase regulatory subunit 14 (Homo sapiens), O00487. calls only at 20 µM. 360,000 tested, 0.59% active. human 26S proteasome, Ub4-pepOG fluorescence polarization; 20S core pre-blocked with epoxomicin. AID 588493, 2011;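 active means inhibition at 20 µM, scaled to each plate's controls, above about 33%, limit read from the data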
Scp1 inh: Scp-1 phosphatase inhibitors, primary screen, biochemical, colorimetric, uHTS | 340,000 tested, 0.88% active | Carboxy-terminal domain RNA polymerase II polypeptide A small phosphatase 1 (Homo … | Recombinant Scp1, phosphopeptide, malachite green phosphate absorbance | inhibition, % at 20 µM | AID 493091, 2011;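 active means inhibition above about 50% at 20 µM, limit read from the data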;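 further: plate controls were DMSO wells with enzyme for no effect and wells lacking enzyme for full effect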
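Test system: SCP-1 phosphatase catalytic domain, residues 76-261; measured by: colorimetric phosphate reagent with accelerator and stabiliser, absorbance at 630 nm; timing: enzyme reaction 45 min at room temperature, colour 5 min, stabilisation 30 min; also added: Phosphorylated 17-residue peptide substrate; compound dosing: one concentration, 20 µM, with 1.0% DMSO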
TbMetRS inhib: T. brucei MetRS inhibitors, primary screen, biochemical, luminescence | purified T. brucei MetRS, ATP depletion, Kinase-Glo luminescence | methionyl-tRNA synthetase (Trypanosoma brucei brucei) | inhibition, % at 11.9 µM | 360,000 tested, 0.4% active | AID 624268, 2012;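 active means inhibition above a per-plate cutoff of the control wells' mean inhibition plus 3 SD, cut at about 5.5% in these data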;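 further: 0% = DMSO wells median and 100% = median of wells with control inhibitor compound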
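Material – parasite MetRS enzyme · Medium – HEPES-MgCl2-KCl buffer plus DTT, spermine, BSA, pyrophosphatase · Reagent – ATP, methionine and E. coli bulk tRNA substrates · Times – 15 min enzyme-compound preincubation, 2 h reaction, 10 min detection, 25 °C · Measured by – luminescence of leftover ATP · Evaluation – percent inhibition relative to median high and low control wells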
SUMO1 PPI mod: modulators of SUMO1 protein-protein interactions, primary screen, biochemical, uHTS; Small ubiquitin-related modifier 1 (Homo sapiens), P63165; AID 602429, 2012; SUMO1 binding to a labelled peptide, TR-FRET, 1 h; 360,000 tested, 0.33% active; inhibition, % at 20 µM; in the data active means inhibition above about 37%
LMPTP block: LMPTP phosphatase inhibitors, primary screen, biochemical, fluorescence intensity, uHTS. inhibition, % at 20 µM. recombinant LMPTP-A, OMFP fluorogenic substrate. 360,000 tested, 0.22% active. Low molecular weight phosphotyrosine protein phosphatase (Homo sapiens), P24666;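 active means compounds that cut the enzyme signal by at least half of the control window in the single-dose screen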;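 further: plate controls were DMSO wells with enzyme plus substrate for no effect and substrate without enzyme for full effect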
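Test system – LMPTP-A phosphatase enzyme · Quantity – 0.625 nM LMPTP-A final · Reagent – OMFP substrate, 400 µM final · Dosing – one test concentration per compound, 20 µM, with 3% DMSO overall · Timing – 50 min enzyme reaction at room temperature, protected from light · Detection – fluorescence intensity · Controls – substrate-only low control, DMSO enzyme-plus-substrate high control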
CSN inh: inhibitors of CSN-mediated cullin deneddylation, primary screen, biochemical, fluorescence polarization, uHTS. Purified CSN, SCF-Nedd8-OG deneddylation. 360,000 tested, 0.38% active. inhibition, % at 12.5 µM;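 active means pattern-corrected inhibition above about 35%, with an unprinted fluorescence ratio check between 0.5 and 1.5, limit read from the data, passing the limit was not always enough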;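 further: 0% = enzyme with substrate and 100% = substrate without enzyme; some results filed as inactive read as strong as hits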
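assay system = purified human Csn5 enzyme expressed in HEK293T cells | amount = 0.24 nM enzyme | buffer or medium = Tris/NaCl/DTT buffer, pH 7.5 | reagent = 10 nM SCFSkp2-Nedd8OG | compound = one concentration, 12.5 µM, 0.25% DMSO | times = 90 min reaction at room temperature | signal = FP | read-out basis = % inhibition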
MsrA inh: bovine MsrA enzyme inhibitors, primary screen, biochemical, absorbance, HTS; inhibition, % at 15.5 µM; 360,000 tested, 0.75% active; Methionine sulfoxide reductase A (Bos taurus); purified bovine MsrA, absorbance read-out; in the data active means inhibition above about 4.5%;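 further: 0% = vehicle wells with enzyme and 100% = reference inhibitor wells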
Active calls of the source: *; i = inactive; / = no result given.

SMILES	NadD block	STEP inh	DNMT1 inh	Rpn11 inh	Scp1 inh	TbMetRS inhib	SUMO1 PPI mod	LMPTP block	CSN inh	MsrA inh
CC(C)N(Cc1ccccc1)C(=O)COC(=O)c1cc(S(=O)(=O)N(C)C)ccc1N1CCCC1	1	0	-7	i	-4	-0.2	-6	-0.4	-4	2.1
CC1(C)Cc2c(c(-c3ccccc3)nc(N3CCOCC3)c2C(N)=O)CO1	4	0	1	i	-3	-0.6	2	-0.1	-2	-0.1
CC(C)/C=C1\CC/C(=C\c2cccnc2)C1=O	-5	-2	4	i	-3	-0.9	-27	-2.0	0	0.4
N#Cc1c(/N=C/c2cccnc2)sc2c1CCCC2	2	2	-2	i	-7	0.5	-26	-0.1	-4	-0.2
CC/C(=N/Nc1ccc(Cl)cc1)c1cnnc(SC)n1	1	1	43	i	-10	0.5	-6	-0.8	1	-0.1
COc1ccc([C@H]2C[C@H](n3cc(-c4ccc(F)cc4)nn3)[C@@H](O)CN2C(=O)C2CCCCC2)cc1	10	0	-13	i	/	-1.3	-1	-0.6	4	0.2
COc1ccc(-c2[nH]ncc2/C=N\NS(=O)(=O)c2ccccc2)cc1OC	6	-3	5	i	-8	-1.1	2	-2.1	9	1.6
COc1ccc(CNC(=S)N/N=C/c2ccncc2)cc1	3	-1	-1	i	-1	-0.4	-5	-1.3	2	3.5
Fc1ccccc1N1CCN(CCCc2ccccc2)CC1	-3	-2	1	i	-2	-0.2	6	-1.5	-1	0.8
CS(=O)(=O)Nc1ccc2c(c1)[C@@H]1C[C@@H](CC(=O)NCc3cccnc3)O[C@H](CO)[C@@H]1O2	0	-1	3	i	/	0.0	-3	-2.2	2	1.1

Random excerpt: 2 entries already listed, in no set order.
SMILES	NadD block	STEP inh	DNMT1 inh	Rpn11 inh	Scp1 inh	TbMetRS inhib	SUMO1 PPI mod	LMPTP block	CSN inh	MsrA inh
CC(C)/C=C1\CC/C(=C\c2cccnc2)C1=O	-5	-2	4	i	-3	-0.9	-27	-2.0	0	0.4
Fc1ccccc1N1CCN(CCCc2ccccc2)CC1	-3	-2	1	i	-2	-0.2	6	-1.5	-1	0.8

(more compounds)
SMILES	NadD block	STEP inh	DNMT1 inh	Rpn11 inh	Scp1 inh	TbMetRS inhib	SUMO1 PPI mod	LMPTP block	CSN inh	MsrA inh
CCOC(=O)C1CCCN(C(=O)c2sc3nc(C)nc(N4CCOCC4)c3c2C)C1 (configuration not stated)	-1	0	2	i	-4	-0.1	-3	-1.9	-2	0.6
Cc1c(NC(=O)c2ccccc2NC(=O)COc2ccccc2)cccc1C(=O)O	-3	-2	0	i	-8	-0.2	-2	-0.4	4	-0.1
Cc1c(NC(=O)Nc2ccc(F)cc2)c(=O)n(-c2ccccc2)n1C	-1	-2	2	i	-2	-1.0	0	-1.3	0	-0.1
CC(=O)c1c(C)oc2ccc(NS(=O)(=O)c3cccs3)cc12	-4	2	0	i	0	-1.4	1	-0.2	-10	2.1
Cc1cccc(NN=C2c3ccccc3-c3ccccc32)c1	-2	0	8	i	-10	0.6	-4	4.2	-1	0.2
O=[N+]([O-])/C(C(Cl)=C(Cl)Cl)=C1\Nc2ccccc2O1	-1	2	-1	i	-1	0.6	-2	-0.7	-2	1.0
Cc1ccc(OCC(=O)Nn2cnnc2)c(Br)c1	1	-1	4	i	-4	-0.3	2	-0.9	4	1.1
O=C(NCc1c(O)ccc2ccccc12)c1ccccc1	-6	-1	1	i	-11	0.1	2	-0.3	-3	-0.1
CC(C)(C)S(=O)(=O)c1cnc2c(-c3ccc(F)cc3)cnn2c1N	4	4	7	i	-6	-0.6	5	6.5	-3	1.7
COc1ccc(OC)c(C(=O)COC(=O)CNC(=O)C2CCCCC2)c1	-7	-1	6	i	0	-0.8	-1	-0.1	3	0.6
OC(Cn1cnnc1)c1ccccc1 (configuration not stated)	-9	9	4	i	-7	-0.9	-7	-2.3	3	1.2
COc1ccc(-n2c3c(cc(C(=O)N4CCN(CCO)CC4)c2=O)C(=O)CC(C)(C)C3)cc1	5	0	1	i	-5	0.4	0	-1.5	3	1.0
COc1ccc(CC(=O)OCC(=O)NC(=O)NC2CCCCC2)cc1	-9	-2	-1	i	-7	-0.1	0	0.5	-3	-1.2
CC(CCC(=O)NN)C1CCC2C3CCC4CC(O)CCC4(C)C3CCC12C (configuration not stated)	38*	1	-8	i	-8	-0.3	9	-1.9	13	-0.2
COc1ccc(C(c2c(NC(=O)c3ccco3)sc(C)c2C)N2CCOCC2)cc1OC (configuration not stated)	3	3	-3	i	-12	0.1	1	1.9	-7	0.0
O=C(NCCCn1ccnc1)c1ccc(N2CCCCCC2)c([N+](=O)[O-])c1	4	2	-7	i	-5	0.0	-29	-2.2	5	2.5
O=C(NC1CCCC1)c1cc(S(=O)(=O)N2CCCC2)ccc1Cl	-7	-4	0	i	-7	-0.3	2	-1.1	-2	-0.3
COc1cc(NC(=O)C(C)Oc2ccccc2)cc(OC)c1 (configuration not stated)	7	2	1	i	-3	-0.2	1	-0.6	4	-0.2
O=C(O)c1ccccc1-c1ccc([N+](=O)[O-])cc1Cl	-1	-3	4	i	/	-0.4	-27	-0.2	3	2.1
O=C(CC(=O)c1ccccn1)c1ccccc1	-2	-1	2	i	-10	0.3	-21	-0.8	-1	1.1

Shown as labelled records: entries from further up.
COc1ccc(CC(=O)OCC(=O)NC(=O)NC2CCCCC2)cc1
  NadD block: -9
  STEP inh: -2
  DNMT1 inh: -1
  Rpn11 inh: i
  Scp1 inh: -7
  TbMetRS inhib: -0.1
  SUMO1 PPI mod: 0
  LMPTP block: 0.5
  CSN inh: -3
  MsrA inh: -1.2

CC(CCC(=O)NN)C1CCC2C3CCC4CC(O)CCC4(C)C3CCC12C (configuration not stated)
  NadD block: 38*
  STEP inh: 1
  DNMT1 inh: -8
  Rpn11 inh: i
  Scp1 inh: -8
  TbMetRS inhib: -0.3
  SUMO1 PPI mod: 9
  LMPTP block: -1.9
  CSN inh: 13
  MsrA inh: -0.2

COc1ccc(C(c2c(NC(=O)c3ccco3)sc(C)c2C)N2CCOCC2)cc1OC (configuration not stated)
  NadD block: 3
  STEP inh: 3
  DNMT1 inh: -3
  Rpn11 inh: i
  Scp1 inh: -12
  TbMetRS inhib: 0.1
  SUMO1 PPI mod: 1
  LMPTP block: 1.9
  CSN inh: -7
  MsrA inh: 0.0

O=C(NCCCn1ccnc1)c1ccc(N2CCCCCC2)c([N+](=O)[O-])c1
  NadD block: 4
  STEP inh: 2
  DNMT1 inh: -7
  Rpn11 inh: i
  Scp1 inh: -5
  TbMetRS inhib: 0.0
  SUMO1 PPI mod: -29
  LMPTP block: -2.2
  CSN inh: 5
  MsrA inh: 2.5

Following part
SMILES	NadD block	STEP inh	DNMT1 inh	Rpn11 inh	Scp1 inh	TbMetRS inhib	SUMO1 PPI mod	LMPTP block	CSN inh	MsrA inh
CCc1cc(=O)oc2cc(C)cc(OC(C)C(=O)NCCCN3CCOCC3)c12 (configuration not stated)	-3	-1	2	i	-4	-0.5	3	-0.9	-3	1.8
COC(=O)c1ccn(C(=O)c2ccc(Cl)cc2)n1	-5	-2	2	i	-3	-0.5	4	-0.7	-4	-0.2
Cc1ccc(C(=O)Nn2cnnc2)cc1Cl	-3	-1	12	i	-6	-0.7	2	-0.7	2	-0.7
Cc1ccc(F)cc1C(=O)N1CCCC(c2cc(C(=O)Nc3ccccc3Cl)no2)C1 (configuration not stated)	-3	-3	-4	i	/	0.1	-4	-0.3	0	0.6
C[C@@H]1CCC2[C@](C)(CO)[C@@H](O)CC[C@]2(C)[C@@]12C[C@](CO)(CC(=O)O)CO2 (some centres not stated)	-3	0	1	i	-8	0.3	-4	-2.1	-2	-0.8
CN1CCN(C2=C(Cl)C(=O)C(c3cnc(N4CCCCC4)s3)=C(Cl)C2=O)CC1	27	4	-17	i	10	-0.1	10	5.2	11	/

Rows were taken by chance; about 3.9% have a hit in one of these screens.
